HCV core dimer: HCV core protein dimerization inhibition; TR-FRET GST/Flag-core106 dimerization, 1536-well; inhibition, % at 5 µM; actives 0.33% (n = 300,000);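 active = inhibition above the mean of all tested compounds plus 3 SD, set per screening campaign, cut at about 45% in these data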
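Assay system: tagged HCV core106 pair (GST and Flag); medium: KF-containing HEPES buffer, pH 7.45, DTT, CHAPS, BSA; also added: Eu donor and XL665 acceptor anti-tag antibodies; dosing: 5 µM single dose; timing: compound-protein-antibody incubation 4 h at 22.5 °C; signal: TR-FRET 671 and 617 nm emission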
ZTA DNA inh: counter-screen for EBNA-1 inhibitors: inhibitors of Epstein-Barr virus ZTA | P03206 | ZTA-DNA binding, fluorescence polarization | inhibition, % at 11 µM | actives 0.15% (n = 320,000) | AID 2234; in the data active = inhibition above about 33%
Target sequence (P03206 whole entry, looked up): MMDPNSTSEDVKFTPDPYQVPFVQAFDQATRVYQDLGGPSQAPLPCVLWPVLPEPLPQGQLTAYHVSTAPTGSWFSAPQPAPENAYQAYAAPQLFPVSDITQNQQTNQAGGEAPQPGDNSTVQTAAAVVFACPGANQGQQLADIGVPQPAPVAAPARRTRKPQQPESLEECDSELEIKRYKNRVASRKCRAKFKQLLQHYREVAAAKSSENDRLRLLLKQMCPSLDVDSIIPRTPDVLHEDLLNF
TPT1 inhibitor: inhibitors of Candida albicans tRNA 2'-phosphotransferase TPT1 | inhibition, % at 5 µM | actives 0.81% (n = 300,000) | recombinant caTPT1, FP RNA substrate dephosphorylation;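 active = inhibition above the mean of all tested compounds plus 3 SD, set per screening campaign, cut at about 24% in these data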;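 note: plate controls were DMSO alone for no effect and ferristatin control at 100 nM for full effect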
Efflux pump inh: antifungal efflux pump inhibition, Nile Red retention. AID 485275. actives 0.44% (n = 330,000). inhibition, % at 10 µM. S. cerevisiae Candida pump triplex;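 active = plate passing quality check with inhibition over a set limit, or well fluorescence over plate mean plus 4 SD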;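 note: Nile Red retained in pooled yeast measured as flow cytometry median fluorescence; 0% = buffer negative control and 100% = Enniatin B positive control; higher means more Nile Red kept so more efflux inhibition; some compounds called inactive have numbers as strong as hits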
PREPL inh: inhibitors of human prolyl oligopeptidase-like enzyme PREPL | recombinant PREPL, fluorescence polarization activity-based probe | Q4J6C6 | inhibition, % at 5.96 µM | actives 0.68% (n = 320,000); in the data active = inhibition above about 43%;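 note: 0% = enzyme with DMSO and 100% = wells lacking enzyme; many of its hits are not listed in these tables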
Fh CTSL1 inh: counter-screen for PFM18AAP inhibitors: inhibitors of F. hepatica cathepsin L1. recombinant F. hepatica cathepsin L1, Z-Leu-Arg-MCA fluorescence. inhibition, % at 5.96 µM. actives 0.49% (n = 300,000);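 active = inhibition above the mean of all tested compounds plus 3 SD, set per screening campaign, cut at about 17% in these data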;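 note: 0% = plate median of test compound wells and 100% = 1 µM Z-Phe-Ala-diazomethylketone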
PP1 counter: counter-screen for PP5 inhibitors: inhibitors of human PP1-alpha. P62136. purified PP1alpha, OMFP fluorescence. inhibition, % at 6.7 µM. actives 0.9% (n = 320,000);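 active = inhibition above the mean inhibition of all tested compounds plus 3 SD, computed separately for each screening campaign, cut at about 15% in these data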
Target sequence (P62136 whole entry, looked up): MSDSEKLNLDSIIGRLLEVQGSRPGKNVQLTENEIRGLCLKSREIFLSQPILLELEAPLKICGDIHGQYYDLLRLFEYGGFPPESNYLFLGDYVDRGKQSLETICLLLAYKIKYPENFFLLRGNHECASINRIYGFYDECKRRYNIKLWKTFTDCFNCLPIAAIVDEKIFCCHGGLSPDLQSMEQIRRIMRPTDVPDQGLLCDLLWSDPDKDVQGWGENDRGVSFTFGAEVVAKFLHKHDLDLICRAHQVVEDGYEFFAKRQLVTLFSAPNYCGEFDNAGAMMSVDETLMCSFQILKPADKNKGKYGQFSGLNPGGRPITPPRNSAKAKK
PP5 inh: PP5 (human) phosphatase inhibition; P53041; purified PP5c, OMFP substrate fluorescence; inhibition, % at 6.7 µM; actives 0.18% (n = 320,000); AID 1987;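 active = inhibition above the campaign's mean inhibition across all tested compounds plus 3 SD, cut at about 9.5% in these data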;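 note: 0% = DMSO only and 100% = 100 µM cantharidin control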
EBNA-1 inh: blocks EBNA-1 binding to DNA | actives 0.34% (n = 300,000) | EBNA-1 DNA binding, fluorescence polarization | inhibition, % at 14.8 µM; in the data active = inhibition above about 28%
An asterisk follows results filed as active.

SMILES | HCV core dimer | ZTA DNA inh | TPT1 inhibitor | Efflux pump inh | PREPL inh | Fh CTSL1 inh | PP1 counter | PP5 inh | EBNA-1 inh
CCN(CC)S(=O)(=O)c1ccc(N2CCOCC2)c(NC(=O)c2cc(C)cc(C)c2)c1 | 9 | 2 | -1 | 0.4 | -3 | 4 | 0 | 0.5 | -2
O=C(CN1CCN(Cc2ccccc2)CC1)N/N=C/c1c[nH]c2ccccc12 | -4 | -13 | -1 | -0.1 | -3 | -1 | -2 | 0.9 | -4
Nc1nc(NCCc2ccccc2)nc(NCc2ccccc2)c1[N+](=O)[O-] | -4 | -8 | -2 | 0.2 | 12 | 8 | 11 | 6.4 | -4
CC(=O)N1c2ccc(S(=O)(=O)N3CCCCC3)cc2CC1C(=O)NCc1ccccc1C (centres undefined) | -3 | -21 | -1 | 0.5 | -3 | 1 | 5 | 0.1 | -7
CCOCCCNC(=O)C1CCCCN1S(=O)(=O)c1ccc(F)cc1 (centres undefined) | -3 | 0 | 1 | 0.0 | 10 | -2 | -6 | -0.3 | 12
c1cnc2c(SCc3ccc(-c4nnco4)cc3)cccc2c1 | 11 | 0 | 1 | 0.0 | -4 | -7 | 2 | -0.6 | 1
COc1ccc(S(=O)(=O)N2CCC(NC(=O)OCc3c(Cl)cccc3Cl)CC2)cc1 | 29 | 2 | -1 | 0.0 | -1 | 2 | 0 | 5.6 | -5
CC1=CC2=NC(=O)CC(C)(C(=O)N(CC(=O)NC3CCCC3)c3ccccc3C)N2C=C1 (centres undefined) | 0 | -10 | -4 | 0.2 | 24 | -1 | -3 | 0.9 | -6
CC(=O)CC(=O)Nc1ccn(-c2ccccc2)n1 | -6 | -12 | -7 | -0.1 | 16 | -1 | 2 | 2.4 | -4
C=CCN1C(=O)c2ccc(C(=O)N(C)CC(=O)Nc3ccc(Br)cc3C)cc2C1=O | -1 | 2 | 0 | 0.1 | 5 | 1 | -3 | 2.8 | -3
Cc1ccc2oc(C(=O)NCc3ccccc3)cc(=O)c2c1 | 8 | -2 | 1 | 0.1 | 1 | -1 | 2 | 1.6 | -1
CCc1csc(CCNC(=O)C2CCC(=O)N(Cc3cccc(C(F)(F)F)c3)C2)n1 (centres undefined) | 0 | -11 | -2 | -1.2 | 7 | 0 | -3 | 0.3 | -5
Cc1ccc(N(C)S(=O)(=O)c2ccc(-c3cnc(C4CC4)o3)cc2)cc1 | 4 | -5 | 1 | 0.8 | -21 | -5 | 1 | 5.0 | 5
CC(NC(=O)c1noc2c1CCCC2)c1ccccc1 (centres undefined) | 4 | 0 | -3 | -0.1 | 6 | -4 | -10 | 1.1 | 0
CCn1cc(/C=N/NC(=O)c2ccc(C#N)cc2F)c2ccccc21 | 2 | 16 | 1 | -0.1 | 10 | 8 | -2 | 0.9 | 9
CCN(C(=O)CSC1=Nc2ccccc2C2CC=NN12)C1CCS(=O)(=O)C1 (centres undefined) | -1 | -6 | 2 | 0.1 | 10 | 2 | -2 | -1.9 | 4
CCOC(=O)c1cc(CNC(=O)c2c(C)oc3c2CCCC3)c(C)o1 | -3 | -6 | 1 | -0.1 | 14 | -4 | -1 | 0.9 | -5
CC1CN(Cc2nc3c(c(=O)n(C)c(=O)n3C)n2CC(=O)c2ccccc2)CC(C)O1 (centres undefined) | -5 | -5 | 2 | 0.0 | 10 | -2 | -1 | 4.8 | -14
Cc1ccc(NC(=O)C2CC=CCC2C(=O)N2CCCCC2)cc1 (centres undefined) | 2 | 5 | 5 | 0.1 | 1 | -4 | 1 | 3.1 | 4
O=C(Cn1cnc2ccccc2c1=O)N1CCN(c2ccccc2)CC1 | -3 | 7 | 3 | 0.0 | 1 | 1 | -2 | 1.4 | 2
COc1ccc2cc(CCNC(=O)c3ccc(S(=O)(=O)N4CCCC4)cc3)c(=O)[nH]c2c1 | 0 | -1 | -3 | -0.1 | -12 | -1 | 0 | 2.4 | -5
COC(=O)c1ccc(-c2nc(O)c3cnccn23)cc1 | -16 | 1 | -1 | 0.1 | 4 | 2 | -2 | 1.3 | 7
O=C(Nc1nccs1)c1c(O)c2cccc3c2n(c1=O)CCC3 | 1 | 4 | 1 | -0.1 | -4 | -1 | -4 | 0.8 | -4
CC(C)CCn1cnc2c1c(=O)n(CC(=O)NC(N)=O)c(=O)n2Cc1ccccc1 | -2 | -11 | 1 | 0.1 | -7 | -1 | 3 | 1.5 | -11
CC[C@@]1(c2cccc(C)c2)C(=O)N(C(=O)OC)N1C(=O)OC | -16 | -5 | 2 | -0.1 | 7 | -3 | -2 | 0.2 | 11

Later entries
SMILES | HCV core dimer | ZTA DNA inh | TPT1 inhibitor | Efflux pump inh | PREPL inh | Fh CTSL1 inh | PP1 counter | PP5 inh | EBNA-1 inh
Cc1c(C)c2ccc(OCC(=O)NCCCN3CCCC3=O)cc2oc1=O | 0 | 2 | 1 | -0.1 | -1 | 1 | 0 | 0.8 | 2
CCc1ccc(NC(=O)C(C)Nc2ccc(S(=O)(=O)NC(C)=O)cc2)cc1 (centres undefined) | -2 | -30 | -2 | 0.0 | 4 | 8 | -1 | -4.2 | -10
N#CC1=C(N)Oc2cc(N)ccc2C1c1ccc(Cl)cc1 (centres undefined) | 1 | -26 | 8 | 0.1 | 21 | 0 | -4 | 7.9 | -2
Cc1nnc(NC(=O)CSc2ccc(-c3cccnc3)nn2)s1 | -4 | -1 | 0 | 0.3 | 10 | -2 | -3 | 0.1 | -4
COc1ccccc1NC(=O)c1nn(-c2ccc(F)c(F)c2)ccc1=O | 1 | 20 | -1 | 0.2 | -6 | 2 | 0 | -0.3 | -12
Cc1ccc(S(=O)(=O)Nc2ccccc2C(=O)N2CCOCC2)cc1 | 2 | -3 | 1 | -0.5 | 19 | 0 | -7 | 2.9 | -7
O=C(CN(Cc1ccc2c(c1)OCO2)C(=O)CSc1nc2ccccc2o1)NC1CCCCC1 | 12 | -6 | -1 | 0.0 | 6 | -1 | 1 | 1.4 | -6
COCCCn1c(Cc2csc(Nc3ccc(F)cc3)n2)nnc1SCC(N)=O | -7 | -8 | 6 | 0.1 | 7 | -1 | -5 | 3.2 | -6
Cc1ccccc1NC(=O)CCC(=O)OCC(=O)c1cccc([N+](=O)[O-])c1 | 0 | 1 | 2 | 0.1 | 2 | -4 | -5 | -1.5 | -5
O=C(O)c1ccc(CNCc2cccc(OCc3ccc(F)cc3)c2)cc1 | 3 | 12 | -1 | 0.0 | -23 | -1 | 0 | 1.3 | 7
CCOC(=O)N1CCN(C(=O)C2CC(c3cc(OC)ccc3OC)=NO2)CC1 (centres undefined) | 1 | -11 | 0 | 0.1 | 16 | 2 | -4 | 1.9 | 0
CCOc1ncccc1-c1nc(-c2cccs2)no1 | -3 | 6 | 1 | -0.1 | -7 | 2 | -1 | 0.0 | 7
COc1cccc(/C=N/N2CCN(c3ccc(Cl)cc3)CC2)c1OC | 1 | 11 | 0 | -0.1 | 16 | 2 | -2 | 5.6 | 10
Cc1c(Cl)cccc1NC(=S)NCCc1ccc(F)cc1 | 6 | 3 | -1 | 0.0 | -5 | -4 | 3 | 3.2 | -8
CN(C)c1ccc(C(=O)NC2(N3CCC3=O)CCCC2)cc1 | -2 | -14 | -3 | 0.1 | 24 | 1 | 3 | 0.8 | 0
COc1cccc(NC(=O)C2COc3ccccc3O2)c1 (centres undefined) | -10 | 13 | 1 | 0.2 | -4 | -3 | -9 | -3.0 | -5
O=[N+]([O-])c1ccc(S(=O)(=O)Nc2ccc(-c3ccc(N4CCOCC4)nn3)cc2)cc1 | -1 | -14 | -1 | 0.0 | 2 | 6 | 4 | 0.2 | -4
CC(=O)Nc1ccc2c(c1)C(C)(C)C(C)N2C (centres undefined) | -8 | 60* | 0 | 0.1 | -129 | -2 | -3 | 0.3 | 45*
Cc1nc(C#N)c(N/N=C/c2cccc(Cl)c2)o1 | -13 | -16 | -1 | -0.1 | 12 | 1 | 4 | 2.0 | 3
Cn1c(=O)c2c(nc3n2CC(CO)O3)n(C)c1=O (centres undefined) | -3 | 4 | 2 | -0.2 | 13 | 1 | -1 | 0.0 | 0
CCCc1c(C(=O)Nc2ccc(F)cc2C)cnn1-c1ccccc1 | 1 | -42 | -4 | 0.0 | -5 | 0 | 11 | 3.5 | -3
CCN1CCN(C(=O)CCc2nnc(CCCCc3ccccc3)o2)[C@@H](C)C1=O | -3 | 2 | -1 | -0.2 | 8 | -3 | -5 | 2.9 | -7
COc1ccccc1CNC(=O)C(CC(C)C)NC(=O)C1CCC(C)CC1 (centres undefined) | 2 | 1 | -4 | 0.0 | 0 | 2 | -4 | 2.2 | -1
CC(=O)Oc1ccc(N(C(C)=O)S(=O)(=O)c2ccc3ccccc3c2)cc1 | 2 | -4 | -1 | 0.0 | -7 | -16 | 2 | 1.7 | -2
Cc1ccc(NC(=O)/C(C#N)=C/c2cn(CC(=O)NCc3ccco3)c3ccccc23)cc1C | 16 | 10 | 29* | -0.1 | -28 | 0 | 32* | 0.6 | 21
COc1ccc(CCNS(=O)(=O)c2ccc(Br)cc2)cc1OC | 0 | -2 | 0 | 0.1 | -9 | -3 | -1 | 4.4 | -3
O=C(c1ccc(COc2ccccc2Cl)o1)N1CCCC1 | 9 | 13 | -3 | -0.1 | 27 | 1 | -1 | -1.1 | 6

Retrieved by structure from above:
SMILES | HCV core dimer | ZTA DNA inh | TPT1 inhibitor | Efflux pump inh | PREPL inh | Fh CTSL1 inh | PP1 counter | PP5 inh | EBNA-1 inh
Cn1c(=O)c2c(nc3n2CC(CO)O3)n(C)c1=O (centres undefined) | -3 | 4 | 2 | -0.2 | 13 | 1 | -1 | 0.0 | 0
COc1ccccc1CNC(=O)C(CC(C)C)NC(=O)C1CCC(C)CC1 (centres undefined) | 2 | 1 | -4 | 0.0 | 0 | 2 | -4 | 2.2 | -1

Shown as a hit in EBNA-1 inh, among the entries above:
| mol | HCV core dimer | TPT1 inhibitor | Efflux pump inh | PREPL inh | PP5 inh | EBNA-1 inh |
| --- | --- | --- | --- | --- | --- | --- |
| CC(=O)Nc1ccc2c(c1)C(C)(C)C(C)N2C (centres undefined) | -8 | 0 | 0.1 | -129 | 0.3 | 45* |

For reference, 3 of the compounds above.
SMILES | HCV core dimer | ZTA DNA inh | TPT1 inhibitor | Efflux pump inh | PREPL inh | Fh CTSL1 inh | PP1 counter | PP5 inh | EBNA-1 inh
Cc1c(C)c2ccc(OCC(=O)NCCCN3CCCC3=O)cc2oc1=O | 0 | 2 | 1 | -0.1 | -1 | 1 | 0 | 0.8 | 2
CCc1ccc(NC(=O)C(C)Nc2ccc(S(=O)(=O)NC(C)=O)cc2)cc1 (centres undefined) | -2 | -30 | -2 | 0.0 | 4 | 8 | -1 | -4.2 | -10
N#CC1=C(N)Oc2cc(N)ccc2C1c1ccc(Cl)cc1 (centres undefined) | 1 | -26 | 8 | 0.1 | 21 | 0 | -4 | 7.9 | -2

Only part of the results is shown, so the mix of outcomes need not match the whole.
